# From PubChem
# CaV13 ICDI inh: Disruptors of the CACNA1D IQ motif to Ca2+-dependent inactivation inhibitor domain association, primary screening, Förster resonance energy transfer in intact living …; HEK cells, CFP/YFP FRET ICDI-IQ, plate reader, 10 min; percent FRET-ratio fall versus neutral wells; inhibition, % at 12.3 µM; 340,000 compounds, 0.098% hits; AID 743397;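 active = mean replicate inhibition of at least 30% and at least 1% of replicates passing that level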;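 note: 0% = median of the neutral control wells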
# Exocytosis inh: lytic granule exocytosis inhibition. inhibition, % at 10 µM. TALL-104 LAMP-1 surface exposure, flow cytometry; cells stimulated with thapsigargin and PMA. 360,000 compounds, 0.66% hits;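 active = inhibition above about 55%, limit read from the data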
# MC4R antag cAMP: antagonists of human melanocortin 4 receptor (MC4R); P32245; MC4R-expressing cells, MTII-stimulated cAMP, LANCE TR-FRET; inhibition, % at 6.5 µM; 360,000 compounds, 0.48% hits; AID 540295;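 active = inhibition above its plate's cutoff, the mean of tested wells on that plate plus 3 SD, cut at about 29% in these data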;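 note: 0% = Melanotan II alone and 100% = Melanotan II plus saturating MCL0020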
# Target sequence (P32245 whole entry, looked up): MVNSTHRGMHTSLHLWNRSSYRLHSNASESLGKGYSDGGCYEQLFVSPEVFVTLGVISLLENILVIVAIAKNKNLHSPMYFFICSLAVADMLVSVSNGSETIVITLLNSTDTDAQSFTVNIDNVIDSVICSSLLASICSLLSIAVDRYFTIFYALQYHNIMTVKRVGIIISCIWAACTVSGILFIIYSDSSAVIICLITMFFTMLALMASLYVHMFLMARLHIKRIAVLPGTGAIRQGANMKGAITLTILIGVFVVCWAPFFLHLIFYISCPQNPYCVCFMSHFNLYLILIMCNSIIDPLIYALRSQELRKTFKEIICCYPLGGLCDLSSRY
#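 System: U2OS-MC4R stable cell line; Technique: Eu-cAMP/anti-cAMP TR-FRET, emission 671 nm; Repeats: single well per compound; Also added: Melanotan II; Dosing: one concentration, 6.5 µM nominal; Schedule: 30-min compound, 1-h challenge, 1-h detection, room temperature.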
# Cardio protect: protects H9c2 cardiomyocytes from peroxide injury; H2O2 injury protection, ATPLite, 2 h; protection from H2O2 cell death, % at 20 µM; 360,000 compounds, 0.63% hits;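 active = compounds giving at least 50% protection of heart cells from peroxide-induced death in the single-dose screen, raw or plate-pattern-corrected value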;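 note: 0% = DMSO wells with peroxide and 100% = DMSO wells without peroxide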
# ABCB6 inh 2: human ABCB6 transporter inhibition | K562-ABCB6 porphyrin accumulation, flow cytometry, 1 h; stronger effect = lower value | fluorescence ratio to DMSO, % at 10 µM | 360,000 compounds, 0.19% hits;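 active = fluorescence ratio to DMSO below 75%, the collection mean minus 3 SD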;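 note: signal is porphyrin accumulated inside mitochondria; 100% equals median channel fluorescence of DMSO control wells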
# HTR2A ag: mouse HTR2A agonism via beta-arrestin recruitment. P35363. CHO-K1 mHTR2A beta-arrestin complementation, luminescence; percent of 30 µM serotonin response. activation, % at 7.6 µM. 360,000 compounds, 0.66% hits;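 active = activation above a run cutoff, the mean activation of all tested compounds plus 3 SD, cut at about 14% in these data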;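 note: 0% = plate median of compound wells and 100% = 30 µM serotonin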
# MC4R ag barr: human MC4R agonism via beta-arrestin. P32245. U2OS MC4R beta-arrestin complementation, luminescence; percent of melanotan II response, DMSO zero. activation, % at 8.9 µM. 360,000 compounds, 0.98% hits;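 active = activation above a per-plate cutoff, the mean activation of sample wells on that plate plus 3 SD, cut at about 8% in these data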
# ABHD5 PLIN5 PPI: inhibitors of human ABHD5-perilipin-5 interaction. Q00G26+Q8WTS1. Split G. princeps luciferase complementation, luminescence, 4 h. inhibition, % at 4 µM. AID 602281. 360,000 compounds, 0.78% hits;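 active = inhibition above the mean inhibition across every tested compound plus 3 SD, cut at about 22% in these data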;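 note: 0% = DMSO only wells and the 100% control is not disclosed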
# PDI turbidity: PDI (human) enzyme inhibition; P07237; PDI insulin aggregation turbidity, A650, 90 min; inhibition, % at 10 µM; 350,000 compounds, 0.052% hits;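 active = mean inhibition across replicates of 30% or more, whatever share of single replicates reach that level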;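 note: absorbance from insulin aggregation driven by PDI reduction with DTT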
# Target sequence (P07237 whole entry, looked up): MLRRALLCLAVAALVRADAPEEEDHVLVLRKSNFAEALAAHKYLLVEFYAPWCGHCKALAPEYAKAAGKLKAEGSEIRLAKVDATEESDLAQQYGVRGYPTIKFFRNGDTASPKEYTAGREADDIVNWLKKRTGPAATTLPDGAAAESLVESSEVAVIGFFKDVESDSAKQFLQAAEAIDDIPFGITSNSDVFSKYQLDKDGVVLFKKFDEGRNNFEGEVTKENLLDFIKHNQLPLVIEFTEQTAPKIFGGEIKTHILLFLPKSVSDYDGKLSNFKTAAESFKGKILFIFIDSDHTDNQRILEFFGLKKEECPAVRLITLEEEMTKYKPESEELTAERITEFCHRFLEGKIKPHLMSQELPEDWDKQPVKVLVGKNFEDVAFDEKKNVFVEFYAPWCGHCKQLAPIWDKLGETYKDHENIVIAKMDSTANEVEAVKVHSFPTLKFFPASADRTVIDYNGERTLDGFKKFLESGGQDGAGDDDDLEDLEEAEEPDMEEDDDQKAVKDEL
# Glyco luc inh: N-linked glycosylation inhibition. D54 ERlucT glycosylation luciferase reporter, 24 h; percent of 100 nM tunicamycin response. 360,000 compounds, 0.23% hits. reporter increase, % at 12.5 µM;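 active = mean luciferase reporter signal, scaled so untreated is 0 and the glycosylation-blocking control 100, at or above a set limit in every replicate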;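 note: luciferase carries N-glycosylation sites so blocking glycosylation raises the light; 0% = median of neutral control wells and 100% = median of 100 nM tunicamycin wells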
# Starred values were filed as active, the others as inactive; . = no result given.
SMILES,CaV13 ICDI inh,Exocytosis inh,MC4R antag cAMP,Cardio protect,ABCB6 inh 2,HTR2A ag,MC4R ag barr,ABHD5 PLIN5 PPI,PDI turbidity,Glyco luc inh
Cc1nnc(NC(=O)c2cccc(Br)c2)s1,.,-1.4,17.7,-1.3,97.0,4.7,-0.4,-1.8,5.1,-0.8
C=CCNC(=O)c1ccc(NC(=O)CC2SC(N3CCCC3)=NC2=O)cc1 (centres undefined),-2.4,0.6,-2.0,4.1,97.0,0.4,0.2,1.5,-3.5,0.6
Cc1ccc(C(=O)O/N=C(\N)Cc2cccc3ccccc23)cc1,-5.4,-5.0,4.3,-18.8,117.0,-2.3,4.8,-1.2,-1.6,4.3
CC(=O)Nc1ccc(C(=O)NC(C)c2ccc(-n3ccnc3)cc2)cc1 (centres undefined),-5.9,-2.6,-0.1,-1.5,102.0,-2.3,-2.9,1.3,-4.7,0.1
Cc1cc(C(=O)CSc2n[nH]c(-c3ccccc3F)n2)c(C)n1Cc1cccs1,-7.1,11.8,4.9,-16.3,100.0,-0.8,-0.5,14.1,0.2,-1.4
CCCN1Cc2cccc(C(=O)NCc3ccc(C)cc3)c2C1=O,-4.1,-0.2,10.4,1.6,95.0,0.2,1.3,4.0,-3.0,-5.0
COc1nc(NCCO)nc(Nc2cc(Cl)ccc2OC)n1,-4.3,-3.0,-2.5,2.1,100.0,11.1,0.0,5.0,-6.2,4.1
N[C@@H](C(=O)N[C@@H]1C(=O)N2C(C(=O)O)=C(Cl)CS[C@H]12)c1ccccc1,-4.7,1.6,-6.2,5.1,87.0,11.8,-1.2,-20.8,-1.2,2.3
Cc1cc(C)cc(N(CCC#N)C(=O)COC(=O)C2=COCCO2)c1,-6.2,-3.3,3.1,-0.8,89.0,5.0,-2.0,-2.7,-3.2,0.9
CCOC(=O)c1ccc(NC(=O)Cn2nnc3ccccc32)cc1,.,-1.1,10.1,-34.4,95.0,1.7,-1.4,3.5,0.5,-0.5
Cc1cc2cc(CNC(=O)CCC(=O)O)ccc2[nH]1,-5.1,-0.9,-7.3,6.5,109.0,-4.6,-2.7,-7.8,-3.8,1.3
COc1ccccc1CNC(=O)C1CCCN(S(=O)(=O)c2cccc3nsnc23)C1 (centres undefined),-14.8,17.7,5.7,1.6,100.0,-3.2,-1.1,-2.4,-1.3,-1.1
[O-]/[N+](=C\C=C\c1ccccc1)c1ccccc1,-4.4,1.1,-2.8,-9.1,105.0,9.2,0.5,6.8,-14.3,-3.4
COc1ccc(CN(C(=O)CSc2nnc(-c3ccccc3C)o2)c2ccc(F)cc2)cc1,-1.5,0.0,11.2,-19.5,89.0,-1.4,-1.1,0.9,6.8,-1.6
CCN(CC)CCCN=C1N[C@@H](c2cccc(F)c2)C(C(=O)OC)=C(C)N1Cc1ccccc1,-10.7,5.4,-1.6,-12.4,96.0,7.0,-1.5,8.2,-4.2,-3.6
CCOc1cccc(C(=O)NC(=S)Nc2cccc(C)c2)c1,.,-3.8,5.3,-7.0,91.0,1.1,-0.4,-8.8,4.1,-1.4
CC(=O)Nc1ccc(N2CCOCC2)c(Cl)c1,0.8,0.0,1.4,10.1,90.0,3.9,-4.3,-2.6,-0.9,1.9
Cc1cc2c(NCCc3ccccc3)ncnc2s1,-2.0,-0.7,-2.3,-14.5,193.0,0.6,1.5,0.8,-3.4,-3.7
Cc1ccc(SCC(=O)OCC(=O)NC2CCCCCCC2)cc1,-3.0,-1.6,-0.9,3.9,98.0,1.6,0.1,-7.0,4.7,-0.6
CC(=O)N(Cc1cc(=O)[nH]c2ccccc12)c1cccc(C)c1,.,-9.1,-3.8,15.5,96.0,1.9,-0.9,-14.4,-5.9,-1.0

# An excerpt of these results, bar-delimited:
SMILES | CaV13 ICDI inh | Exocytosis inh | MC4R antag cAMP | Cardio protect | ABCB6 inh 2 | HTR2A ag | MC4R ag barr | ABHD5 PLIN5 PPI | PDI turbidity | Glyco luc inh
CC(=O)Nc1ccc(N2CCOCC2)c(Cl)c1 | 0.8 | 0.0 | 1.4 | 10.1 | 90.0 | 3.9 | -4.3 | -2.6 | -0.9 | 1.9
CCOc1cccc(C(=O)NC(=S)Nc2cccc(C)c2)c1 | . | -3.8 | 5.3 | -7.0 | 91.0 | 1.1 | -0.4 | -8.8 | 4.1 | -1.4
N[C@@H](C(=O)N[C@@H]1C(=O)N2C(C(=O)O)=C(Cl)CS[C@H]12)c1ccccc1 | -4.7 | 1.6 | -6.2 | 5.1 | 87.0 | 11.8 | -1.2 | -20.8 | -1.2 | 2.3

# (listing goes on)
SMILES,CaV13 ICDI inh,Exocytosis inh,MC4R antag cAMP,Cardio protect,ABCB6 inh 2,HTR2A ag,MC4R ag barr,ABHD5 PLIN5 PPI,PDI turbidity,Glyco luc inh
Cc1sc2ncnc(NCC(C)(C)N3CCOCC3)c2c1C,-4.6,-0.3,2.6,-34.5,94.0,5.2,0.9,7.2,-1.9,-0.6
CC/C(=N\NC(=S)Nc1cccc(C)c1)c1ccccc1,-3.0,-13.6,4.2,-5.6,98.0,-2.8,0.1,-7.4,-1.8,1.8
CCn1c(SCC(=O)OC)nc2cc(S(=O)(=O)N3CCOCC3)ccc21,-1.7,-1.7,9.5,-6.6,101.0,9.7,-0.8,-3.2,-5.9,-0.3
COC(=O)c1sccc1NC(=O)Cn1nnc(-c2ccccc2C)n1,-6.3,-1.8,-1.8,-8.2,98.0,-2.4,2.6,8.1,-1.4,-1.4
C[C@@H]1CN([C@H](C)CO)C(=O)CCCn2nncc2CO[C@@H]1CN(C)C(=O)C1CC1,-7.1,-3.9,4.7,5.9,102.0,-0.5,-1.2,5.9,1.3,3.1
COc1ccc2c(c1)[C@H]1[C@H](CO2)[C@H](c2ccccc2)[C@]2(C)C(=O)N[C@H](C)C(=O)N12,-6.4,-14.4,-4.6,-4.4,95.0,-3.6,-2.8,-2.4,-5.8,-2.3
CCOC(=O)c1cc2sc(C)cc2n1CC(=O)Nc1cccc(C)c1C,.,-1.2,0.9,9.0,100.0,-2.9,-1.2,7.5,-6.8,-1.5
O=C(N/N=C/c1ccc(Br)cc1)c1ccccc1-n1cccc1,-2.6,-3.2,3.9,-0.3,101.0,3.0,-1.1,3.6,3.7,18.3
CC(=O)N1CCc2cc(S(=O)(=O)CCC(=O)Nc3cccc(F)c3)ccc21,-4.6,-0.9,-1.9,2.9,96.0,0.2,1.8,0.0,8.4,0.0
CC(=O)N1CC(C(=O)Nc2ccc3c(c2)OCO3)Oc2ccccc21 (centres undefined),-5.2,8.4,2.3,-2.9,100.0,4.8,-0.6,17.1,-9.8,4.9
Cc1ccc(C(=O)Nc2ncnc3sc4c(c23)CCCCC4)cc1,-5.0,-0.8,2.2,-2.6,89.0,-0.7,-0.8,-2.5,-4.4,0.5
CC(C)(C)c1ccccc1OCCOCCSc1ncccn1,-4.0,1.0,5.5,-4.3,96.0,3.4,2.4,-7.3,1.9,-2.6
Cc1ccc(S(=O)(=O)CCC(=O)OCC(=O)NCc2ccccc2)cc1,-6.2,36.3,22.1,0.4,96.0,-1.4,0.2,-11.8,-6.0,1.8
O=[N+]([O-])c1ccc(N2CCN(S(=O)(=O)c3ccc(Cl)c(Cl)c3)CC2)cc1NCCN1CCOCC1,-2.6,12.0,-7.2,1.0,91.0,6.8,2.2,10.1,-8.6,1.8
O=C(/C=C/c1ccc(F)cc1)OCC(=O)c1ccc[nH]1,-2.4,-0.2,-4.3,3.3,91.0,2.2,-2.7,6.7,-7.6,1.7
CN(C)c1ccc(-c2ccnc3c2CC(C)(C(=O)Nc2ccc4c(c2)OCO4)O3)cc1 (centres undefined),-5.3,2.2,8.3,-2.6,106.0,-2.4,1.7,0.6,5.2,2.7
Cc1cccc(N2CCCn3c2nc2c3c(=O)n(CCN3CCOCC3)c(=O)n2C)c1,.,1.8,5.4,-8.8,97.0,-5.9,-0.6,-3.5,-0.3,-3.7
O=C1Nc2ccccc2C(=O)C1(Cl)Cc1ccccc1 (centres undefined),-7.2,-2.8,-2.6,51.7*,107.0,11.3,-2.1,12.4,-4.0,-2.5
CCOC(=O)NC(=O)CN1C(=O)NC(C)(c2ccccc2)C1=O (centres undefined),.,-2.4,-4.2,1.9,97.0,-3.7,-1.6,-0.2,3.7,1.9
O=C1CCCN1CCC1CCN(C(=S)Nc2ccc(F)cc2)CC1,-4.0,0.4,3.2,2.0,99.0,-1.8,-1.1,6.2,0.1,0.0
NS(=O)(=O)c1ccc(CCNC(=O)c2ccc(Cl)nc2)cc1,-3.8,-10.0,8.2,-2.5,98.0,-1.7,0.3,-0.6,5.1,2.4
COc1ccc(Oc2coc3c(CN(C)C)c(O)ccc3c2=O)cc1,-5.1,-2.3,3.3,-7.6,144.0,1.0,-1.2,4.9,4.4,0.3
O=C(COC(=O)C1CCN(c2ccc(C(F)(F)F)cn2)CC1)NCc1ccc(F)cc1,-4.4,10.9,20.1,-3.3,96.0,-2.9,-0.9,-9.5,-1.5,0.8
Cc1cccc(NC(=S)NC(=O)c2oc3ccccc3c2C)n1,-3.0,0.4,7.2,-18.8,101.0,11.7,2.5,-8.3,-3.1,-1.2
CCN(CCCNC(=O)CN1C(=O)COc2ccccc21)c1ccccc1,-4.3,-6.4,-0.2,0.5,82.0,-3.4,1.1,-5.3,-2.2,-1.3
OCCCNC(=S)NC1CCCC1,2.3,23.8,-0.3,-0.6,106.0,0.5,-1.2,4.7,-7.6,1.6
COc1ccccc1NC(=O)c1nn(C)c(C(=O)Nc2ccccc2OC)c1[N+](=O)[O-],-17.0,-5.7,7.0,-2.3,106.0,-0.8,-0.9,2.1,-4.1,6.5
COC(C[C@@H](O)C[C@@H](O)[C@@H](C)OCc1ccccc1)OC,-5.2,-1.3,0.5,-1.0,98.0,-3.1,-0.7,-2.4,4.2,0.1
COc1ccc(N2C(=O)CC(N3CCN(c4cccc(Cl)c4)CC3)C2=O)cc1 (centres undefined),-1.9,-3.8,-2.9,3.0,93.0,9.0,0.6,-8.8,0.1,-0.5
CC(C)(CO)NS(=O)(=O)c1ccc2c(c1)Cc1cc(S(=O)(=O)NC(C)(C)CO)ccc1-2,-3.8,-3.0,5.3,-7.7,95.0,6.8,-0.7,5.1,-0.5,-1.2
CCCC(=O)Nc1c2c(nn1-c1ccc(OC)cc1)CS(=O)C2 (centres undefined),.,-3.3,-5.8,-1.3,108.0,0.8,1.8,-2.4,9.3,-2.5
CC(C)CNS(=O)(=O)c1ccc(S(=O)(=O)N2CCCN(Cc3ccccc3)C2)cc1,-3.7,6.9,-1.8,-3.3,110.0,6.3,0.4,0.3,8.2,-3.9
CC1=NN(C(=O)c2nn(C)cc2Br)C(O)(C(F)(F)F)C1 (centres undefined),-1.0,-7.3,-2.8,2.4,101.0,3.0,-3.0,1.6,-4.6,3.1
CC1(C)CC(=O)C2=C(C1)Nc1ccccc1NC2c1cccc(F)c1 (centres undefined),3.2,1.0,17.5,3.9,105.0,9.9,-0.7,-0.2,3.1,3.6
Cc1ccc(C)c(OCc2nnc(N)s2)c1,.,6.5,4.7,-3.2,106.0,11.8,0.9,2.9,24.6,0.7
O=C(Nc1cccc(Cl)c1)ON=C1c2ccccc2-c2ccccc21,-7.9,-2.3,5.8,-7.8,97.0,-2.1,2.6,-3.5,-3.2,-1.9
